Bim-Bcl-XL – inhibitors of Bim-Bcl-XL interaction, human. 190,000 tested, 0.04% active. Bim peptide-Bcl-XL binding, bead flow cytometry, fluorescence. AID 1007. inhibition, % at 10 µM. Q07817
Target sequence (Q07817 whole entry, looked up): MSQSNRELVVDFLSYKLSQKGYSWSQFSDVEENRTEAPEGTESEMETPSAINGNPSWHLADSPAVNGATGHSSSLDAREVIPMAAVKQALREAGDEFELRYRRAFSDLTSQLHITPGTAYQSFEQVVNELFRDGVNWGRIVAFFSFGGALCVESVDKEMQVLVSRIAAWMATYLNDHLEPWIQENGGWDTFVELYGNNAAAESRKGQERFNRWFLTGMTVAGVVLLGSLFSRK
Bim-Bcl-2 – disrupts Bim peptide binding to human Bcl-2; Bead-based flow cytometry, Bim peptide-Bcl-2 binding; inhibition, % at 10 µM; AID 950; 190,000 tested, 0.06% active; P10415; in the data active = inhibition above about 40%; inconclusive = no clear call, values can overlap the other calls;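 also: 0% = no compound wells with probe peptide and 100% = reference peptide inhibitor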
Mcl1 Noxa PPI – Mcl-1/Noxa interaction inhibition. TR-FRET Mcl-1/Noxa peptide binding, 2 h. inhibition, % at 21.7 µM. 220,000 tested, 1.5% active. AID 1022;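 active = compounds that cut the protein-peptide binding signal by more than 50% relative to plate controls in a single-dose test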;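 also: His-tagged Mcl-1 with rhodamine Noxa BH3 peptide and terbium anti-His antibody; 0% = Mcl-1 plus Noxa peptide wells and 100% = peptide-only wells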
Mcl1-Bid inh – Mcl-1/Bid interaction inhibition; TR-FRET Mcl-1/Bid-Dy647 peptide binding, 1536-well; inhibition, % at 21.7 µM; 220,000 tested, 0.97% active; AID 1021;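 active = compounds that cut the binding signal by more than half at the single screening dose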;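 also: His-tagged Mcl-1 with europium anti-His antibody binding Bid BH3 peptide; 0% = Mcl-1 plus peptide wells and 100% = peptide-only wells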
Bcl-W Bim block – human Bim-Bcl-W interaction inhibition; 190,000 tested, 0.02% active; Q92843; inhibition, % at 10 µM; bead-based flow cytometry, Bim peptide-Bcl-W binding; AID 952;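 also: 0% = bound tracer without compound and 100% = peptide blocker; higher means less fluorescent Bim peptide bound to Bcl-W beads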
Target sequence (Q92843 whole entry, looked up): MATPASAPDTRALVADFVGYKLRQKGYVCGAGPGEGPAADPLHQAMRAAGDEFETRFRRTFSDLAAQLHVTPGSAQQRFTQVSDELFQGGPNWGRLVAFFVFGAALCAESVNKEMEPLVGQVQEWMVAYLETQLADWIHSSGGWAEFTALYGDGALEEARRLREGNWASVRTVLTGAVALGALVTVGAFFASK
RGS4-Gao reg – human RGS4-Galphao interaction regulation. P09471. Multiplexed bead flow cytometry, RGS4-Galphao binding; actives lie on both sides. binding response (% of control), % at 10 µM. 220,000 tested, 0.33% active. AID 1415; in the data active = binding response below about 49% or above about 150%; inactive = in between;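 also: fluorescent Galphao activated with aluminum fluoride binding bead-coupled RGS4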
Target sequence (P09471 whole entry, looked up): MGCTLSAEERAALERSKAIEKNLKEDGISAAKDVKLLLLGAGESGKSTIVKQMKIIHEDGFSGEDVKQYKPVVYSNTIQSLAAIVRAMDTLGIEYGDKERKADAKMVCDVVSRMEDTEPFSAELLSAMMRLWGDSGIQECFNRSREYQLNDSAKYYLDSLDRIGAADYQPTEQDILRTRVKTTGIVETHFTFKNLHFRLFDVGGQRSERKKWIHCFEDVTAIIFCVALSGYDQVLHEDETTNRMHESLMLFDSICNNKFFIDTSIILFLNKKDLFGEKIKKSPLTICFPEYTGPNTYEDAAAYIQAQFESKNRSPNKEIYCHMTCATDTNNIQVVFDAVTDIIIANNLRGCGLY
RGS8-Gao reg – regulators of human RGS8-Galphao interaction; response (percent of control binding), % at 10 µM; multiplexed bead flow cytometry, RGS8-Galphao binding; actives lie on both sides; 220,000 tested, 0.34% active; P09471; in the data active = response below about 60% or above about 140%; inactive = in between;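 also: Galphao activated as the GDP aluminium fluoride complex binding bead-coupled RGS8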
Bim-Mcl-1 – human Bim-Mcl-1 interaction inhibition; Bead-based flow cytometry, Bim peptide-Mcl-1 binding; inhibition, % at 10 µM; 190,000 tested, 0.1% active;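 also: 0% = no compound tracer wells and 100% = peptide blocker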
Bim-Bfl-1 – inhibitors of Bim-Bfl-1 interaction, human. Q16548. Bead-based flow cytometry, Bim-Bfl-1 binding inhibition. inhibition, % at 10 µM. 190,000 tested, 0.12% active. AID 1008;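 also: 0% = wells without compound plus tracer and 100% = blocker peptide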
Bcl-B Bim block – inhibitors of Bim-Bcl-B interaction, human; inhibition, % at 10 µM; 190,000 tested, 0.073% active; Q9HD36; bead-based flow cytometry, Bim peptide-Bcl-B binding;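 also: 0% = tracer peptide without compound and 100% = reference inhibitor peptide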
RGS7-Gao – human RGS7-Galphao interaction regulation. P09471. Multiplexed bead flow cytometry, RGS7-Galphao binding; actives lie on both sides. binding response (% of control), % at 10 µM. 220,000 tested, 0.35% active. AID 1439; in the data active = binding response below about 49% or above about 150%; inconclusive = no clear call, values can overlap the other calls; inactive = in between;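 also: fluorescent Galphao held in activated GDP-AlF4 state binding bead-coupled RGS7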
Active calls of the source: *. Rule as the data show it, unless noted: active = inhibition above about 40%.

What do the screens show for `O=C(Nc1cccnc1)c1ccccc1Oc1ccccc1`?
Bim-Bcl-XL: -2; Bim-Bcl-2: -5; Mcl1 Noxa PPI: 9; Mcl1-Bid inh: 8; Bcl-W Bim block: 1; RGS4-Gao reg: 115; RGS8-Gao reg: 104; Bim-Mcl-1: 0; Bim-Bfl-1: -4; Bcl-B Bim block: -9; RGS7-Gao: 107

What do the screens show for `CCCc1[nH]n(-c2ccc(F)cc2)c(=O)c1C=Nc1cccc(F)c1`?
Bim-Bcl-XL: -5; Bim-Bcl-2: -4; Mcl1 Noxa PPI: -6; Mcl1-Bid inh: -13; Bcl-W Bim block: -3; RGS4-Gao reg: 95; RGS8-Gao reg: 98; Bim-Mcl-1: -2; Bim-Bfl-1: -13; Bcl-B Bim block: -11; RGS7-Gao: 96

What do the screens show for `O=C(COC(=O)c1cnc(Cl)c(Cl)c1)NCc1cccs1`?
Bim-Bcl-XL: -1; Bim-Bcl-2: -2; Mcl1 Noxa PPI: -2; Mcl1-Bid inh: -36; Bcl-W Bim block: 0; RGS4-Gao reg: 101; RGS8-Gao reg: 102; Bim-Mcl-1: 0; Bim-Bfl-1: -5; Bcl-B Bim block: -2; RGS7-Gao: inconclusive

What do the screens show for `O=C(CSc1ncnc2ccccc12)Nc1cccc(S(=O)(=O)N2CCOCC2)c1`?
Bim-Bcl-XL: -2; Bim-Bcl-2: -4; Mcl1 Noxa PPI: 12; Mcl1-Bid inh: -13; Bcl-W Bim block: 0; RGS4-Gao reg: 104; RGS8-Gao reg: 102; Bim-Mcl-1: -1; Bim-Bfl-1: -4; Bcl-B Bim block: -1; RGS7-Gao: inconclusive

Results for CC(C)CC(NC(=O)C(CO)NC(=O)C1CCC(=O)N1)C(N)=O (centres undefined) ?
Bim-Bcl-XL: -3; Bim-Bcl-2: -3; Mcl1 Noxa PPI: -9; Mcl1-Bid inh: -15; Bcl-W Bim block: -4; RGS4-Gao reg: 103; RGS8-Gao reg: 106; Bim-Mcl-1: -3; Bim-Bfl-1: -11; Bcl-B Bim block: -5; RGS7-Gao: 100

What do the screens show for `Fc1ccc(N2CCN(Cc3cnc(Oc4ccc(Br)cc4)s3)CC2)cc1`?
Bim-Bcl-XL: 4; Bim-Bcl-2: -1; Mcl1 Noxa PPI: 1; Mcl1-Bid inh: -55; Bcl-W Bim block: 4; RGS4-Gao reg: 101; RGS8-Gao reg: 117; Bim-Mcl-1: -2; Bim-Bfl-1: 4; Bcl-B Bim block: -5; RGS7-Gao: 101

What do the screens show for `Cc1ccc(-c2cc(C(F)(F)F)n3ncc(C(=O)NCc4ccco4)c3n2)cc1`?
Bim-Bcl-XL: -6; Bim-Bcl-2: -7; Mcl1 Noxa PPI: 2; Mcl1-Bid inh: -9; Bcl-W Bim block: 2; RGS4-Gao reg: 89; RGS8-Gao reg: 95; Bim-Mcl-1: -3; Bim-Bfl-1: -5; Bcl-B Bim block: -11; RGS7-Gao: 99

How did CCn1c(C)nc2cc(C(=O)NNS(=O)(=O)c3cc(Br)ccc3Br)ccc21 do in these assays?
Mcl1 Noxa PPI: 2; Mcl1-Bid inh: 2; RGS4-Gao reg: 102; RGS8-Gao reg: 101; RGS7-Gao: inconclusive

What do the screens show for `O=C(Nc1ccccc1)N1CCSCC1`?
Bim-Bcl-XL: -6; Bim-Bcl-2: -6; Mcl1 Noxa PPI: -6; Mcl1-Bid inh: -53; Bcl-W Bim block: 1; RGS4-Gao reg: 104; RGS8-Gao reg: 101; Bim-Mcl-1: 1; Bim-Bfl-1: -11; Bcl-B Bim block: -6; RGS7-Gao: 104

What do the screens show for `Cc1c(O)c(S(=O)c2ccccc2)c(=O)n(-c2ccccc2)c1-c1ccccc1` (centres undefined)?
Bim-Bcl-XL: 0; Bim-Bcl-2: 2; Mcl1 Noxa PPI: 16; Mcl1-Bid inh: -30; Bcl-W Bim block: 0; RGS4-Gao reg: 102; RGS8-Gao reg: 101; Bim-Mcl-1: 0; Bim-Bfl-1: 4; Bcl-B Bim block: -3; RGS7-Gao: 106

Results for O=C(Nc1cc(=O)[nH]c2nc(-c3ccc(Cl)cc3)nn12)c1ccccc1 ?
Mcl1 Noxa PPI: -56; Mcl1-Bid inh: 13; RGS4-Gao reg: 99; RGS8-Gao reg: 103; RGS7-Gao: inconclusive

What do the screens show for `CN1CCN(C(=O)CSc2cc(=O)n(C)c3ccccc23)CC1`?
Bim-Bcl-XL: -2; Bim-Bcl-2: -9; Mcl1 Noxa PPI: 12; Mcl1-Bid inh: 6; Bcl-W Bim block: -1; RGS4-Gao reg: 103; RGS8-Gao reg: 101; Bim-Mcl-1: -3; Bim-Bfl-1: 0; Bcl-B Bim block: 2; RGS7-Gao: 100

Results for CCC(=O)c1cc2c(C)cc(=O)oc2c(C)c1OC ?
Bim-Bcl-XL: 8; Bim-Bcl-2: 14; Mcl1 Noxa PPI: -7; Mcl1-Bid inh: -1; Bcl-W Bim block: 13; RGS4-Gao reg: 85; RGS8-Gao reg: 97; Bim-Mcl-1: 20; Bim-Bfl-1: 11; Bcl-B Bim block: 13; RGS7-Gao: 92

How did Cc1nc2ccc(NC(=O)c3c(-c4ccccc4)noc3C)cc2s1 do in these assays?
Bim-Bcl-XL: -1; Bim-Bcl-2: -5; Mcl1 Noxa PPI: 12; Mcl1-Bid inh: -42; Bcl-W Bim block: 2; RGS4-Gao reg: 82; RGS8-Gao reg: 92; Bim-Mcl-1: -3; Bim-Bfl-1: 1; Bcl-B Bim block: -1; RGS7-Gao: 88

What do the screens show for `CCOC(=O)C1=C(O)CSC1=Nc1ccc(Cl)cc1`?
Bim-Bcl-XL: 0; Bim-Bcl-2: -3; Mcl1 Noxa PPI: -6; Mcl1-Bid inh: 16; Bcl-W Bim block: 2; RGS4-Gao reg: 101; RGS8-Gao reg: 99; Bim-Mcl-1: -1; Bim-Bfl-1: -5; Bcl-B Bim block: -5; RGS7-Gao: 101

How did CCOC(=O)C1CCN(C(=O)Cc2cccc3ccccc23)CC1 do in these assays?
Bim-Bcl-XL: -3; Bim-Bcl-2: 5; Mcl1 Noxa PPI: 2; Mcl1-Bid inh: -3; Bcl-W Bim block: 1; RGS4-Gao reg: 101; RGS8-Gao reg: 96; Bim-Mcl-1: 1; Bim-Bfl-1: 2; Bcl-B Bim block: -2; RGS7-Gao: 98

What do the screens show for `CCN(C(=O)COC(=O)c1cc(=O)[nH]c2ccccc12)C1CCS(=O)(=O)C1` (centres undefined)?
Mcl1 Noxa PPI: -18; Mcl1-Bid inh: -57; RGS4-Gao reg: 91; RGS8-Gao reg: 98; RGS7-Gao: inconclusive

What do the screens show for `CC(=O)[C@@]1(O)CC[C@H]2[C@@H]3C[C@H](C)C4=CC(=O)CC[C@]4(C)[C@H]3CC[C@@]21C`?
Bim-Bcl-XL: -3; Bim-Bcl-2: 0; Mcl1 Noxa PPI: -40; Mcl1-Bid inh: 1; Bcl-W Bim block: -1; Bim-Mcl-1: -2; Bim-Bfl-1: -2; Bcl-B Bim block: -8

Results for O=C(O)c1ccc2c(c1)C(=O)N(c1cccc(-c3nc4ccccc4s3)c1)C2=O ?
Bim-Bcl-XL: 0; Bim-Bcl-2: 0; Mcl1 Noxa PPI: 18; Mcl1-Bid inh: 1; Bcl-W Bim block: -1; RGS4-Gao reg: 100; RGS8-Gao reg: 98; Bim-Mcl-1: 2; Bim-Bfl-1: -3; Bcl-B Bim block: -1; RGS7-Gao: 99

Results for CCN(CC)C(=O)CSc1nc(-c2ccccc2)ccc1C#N ?
Bim-Bcl-XL: 0; Bim-Bcl-2: -2; Mcl1 Noxa PPI: -2; Mcl1-Bid inh: -31; Bcl-W Bim block: -1; RGS4-Gao reg: 98; RGS8-Gao reg: 102; Bim-Mcl-1: -1; Bim-Bfl-1: -1; Bcl-B Bim block: -1; RGS7-Gao: inconclusive

How did CCCC(=O)C1=C(O)C(C(=O)OC)C(C)(C)CC1=NC (centres undefined) do in these assays?
Bim-Bcl-XL: -3; Bim-Bcl-2: -8; Mcl1 Noxa PPI: -5; Mcl1-Bid inh: -29; Bcl-W Bim block: 2; RGS4-Gao reg: 103; RGS8-Gao reg: 105; Bim-Mcl-1: -2; Bim-Bfl-1: -12; Bcl-B Bim block: -7; RGS7-Gao: 101

What do the screens show for `Oc1ccc(-c2csc(Nc3ncccn3)n2)c(O)c1`?
Bim-Bcl-XL: 0; Bim-Bcl-2: -3; Mcl1 Noxa PPI: 72*; Mcl1-Bid inh: 41; Bcl-W Bim block: -1; RGS4-Gao reg: 101; RGS8-Gao reg: 100; Bim-Mcl-1: -2; Bim-Bfl-1: -5; Bcl-B Bim block: -5; RGS7-Gao: inconclusive

How did CCCCN(C(=O)CSc1nnc2ccccn12)c1c(N)n(Cc2ccccc2)c(=O)[nH]c1=O do in these assays?
Bim-Bcl-XL: -4; Bim-Bcl-2: -3; Mcl1 Noxa PPI: 12; Mcl1-Bid inh: -11; Bcl-W Bim block: -4; RGS4-Gao reg: 104; RGS8-Gao reg: 104; Bim-Mcl-1: 0; Bim-Bfl-1: -14; Bcl-B Bim block: -6; RGS7-Gao: 104

What do the screens show for `CCCCOC(=O)Cn1c(=O)c2c(nc(Br)n2Cc2ccccc2)n(C)c1=O`?
Bim-Bcl-XL: -1; Bim-Bcl-2: -9; Mcl1 Noxa PPI: -16; Mcl1-Bid inh: -25; Bcl-W Bim block: 0; RGS4-Gao reg: 101; RGS8-Gao reg: 101; Bim-Mcl-1: 1; Bim-Bfl-1: -10; Bcl-B Bim block: -6; RGS7-Gao: 101

Bioassay records (PubChem BioAssay)
